sdo1 growth: restores growth of sdo1-depleted yeast | S. cerevisiae sdo1-depleted JHY4D growth rescue, OD600 30 h; active compounds read high; pdr5 snq2 efflux-pump mutant strain | z-score at 10 µM | hit rate 0.21% among 140,000;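 active = z-score above 3 at both the 24 hr and the 30 hr optical density reads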;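 note: z-score against mean and SD of all compound wells on the same plate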
INS promoter inh: TRM-6 insulin promoter activity inhibition; inhibition, % at 2 µM; TRM-6 cells (human fetal islet line), insulin promoter-eGFP reporter, imaging; reporter expression induced with tamoxifen; hit rate 0.9% among 130,000;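 active = inhibition above the mean plus 3 SD, with well images judged a real hit on visual review, cut at about 60% in these data, passing the limit was not always enough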
sdo1 growth Rescue 24 h: further read-out of sdo1 growth, marked with its call; z-score; S. cerevisiae sdo1-depleted JHY4D growth rescue, OD600; measured here: growth rescue at 24 h;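 0 is the plate mean of compound wells and units are plate SD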
Active calls of the source: *; · = not tested or not shown; & = joins results of further samples; [ ] = remark or other dose. Only part of the results is shown; the hit share may differ from the screen's.

Molecule	sdo1 growth	sdo1 growth Rescue 24 h	INS promoter inh
CCN1CCN(c2ncc(C(=O)Nc3cc(Cl)c(OC)cc3OC)c3ccccc23)CC1	0.48	0.33	-69
CC1=NOC(=O)/C1=C\c1ccc(-c2cc(Cl)ccc2Cl)o1	-0.98	-0.52	28
Cc1ccccc1-n1c(O)c(/C=N/N2CCCCC2c2cccnc2)c(=O)[nH]c1=O (stereo not drawn)	0.49	0.37	48
COc1ccc(C(=O)NCCSCc2ccccc2C)cc1	-0.46	-1.1	11
O=C(CCCn1c(=O)c2sccc2n(Cc2ccc(F)cc2)c1=O)NCc1ccco1	-0.41	0.23	10
CCC(=O)NC(=S)NNC(=O)c1ccccc1[N+](=O)[O-]	·	·	-13
Cc1onc(-c2c(Cl)cccc2Cl)c1C(=O)Nc1ccc2c(c1)OCCO2	0.04	1.4	6
CCCCCC(C)n1[nH]c(=O)c2c(C)cc(C)nc21 (stereo not drawn)	-0.44	2	·
CCC(C(=O)NC(C)(C)C)N(C(=O)Cn1nnc(-c2ccccc2F)n1)c1cnc2ccccc2c1 (stereo not drawn)	·	·	-33
CC(C)CC(=O)NC(NC(=S)Nc1sc2c(c1C#N)CCCC2)C(Cl)(Cl)Cl (stereo not drawn)	2	2.8	13
N#CCN1CCN(CC(=O)Nc2ccc(OCc3ccccc3)cc2)CC1	-0.15	-1.2	24
CCOC(=O)C1C(C#N)=C(N)OC(C)=C1c1ccncc1 (stereo not drawn)	0	-1.2	-3
COc1ccc(N2CCCn3c2nc2c3c(=O)n(Cc3ccccc3)c(=O)n2C)c(OC)c1	·	·	11
COc1cc(C2CC(=O)NC3=C2C(=O)CC(C)(C)C3)ccc1O (stereo not drawn)	0.69	0.6	57
O=C(NC1CCCCC1)c1ccc(CNc2nc(=S)[nH]c3ccccc23)cc1	·	·	29
COc1ccc(NC(=O)c2cc(SC)ccc2Cl)cc1	-0.27	-1.3	·
COc1ccc(S(=O)(=O)Oc2ccc3c(c2)O/C(=C\c2cccnc2)C3=O)cc1	-2.3	-1.6	0
CC1(C)CNC(=O)C=C(c2ccccc2)C1	-0.11	-0.52	0
O=C(Cn1nnc(-c2ccccc2)n1)NCc1ccc2c(c1)OCO2	-1.2	-0.92	·
Cc1nc(Cl)c2oc3ccccc3c2n1	1.2	0.54	42

In the list so far, three have a furan ring, fused or not:
Molecule	sdo1 growth	sdo1 growth Rescue 24 h	INS promoter inh
CC1=NOC(=O)/C1=C\c1ccc(-c2cc(Cl)ccc2Cl)o1	-0.98	-0.52	28
O=C(CCCn1c(=O)c2sccc2n(Cc2ccc(F)cc2)c1=O)NCc1ccco1	-0.41	0.23	10
Cc1nc(Cl)c2oc3ccccc3c2n1	1.2	0.54	42

Five entries out of the list above, ordered by their value in sdo1 growth, descending:
compound	sdo1 growth
N#CCN1CCN(CC(=O)Nc2ccc(OCc3ccccc3)cc2)CC1	-0.15
COc1ccc(NC(=O)c2cc(SC)ccc2Cl)cc1	-0.27
O=C(CCCn1c(=O)c2sccc2n(Cc2ccc(F)cc2)c1=O)NCc1ccco1	-0.41
CCCCCC(C)n1[nH]c(=O)c2c(C)cc(C)nc21 (stereo not drawn)	-0.44
COc1ccc(S(=O)(=O)Oc2ccc3c(c2)O/C(=C\c2cccnc2)C3=O)cc1	-2.3

(listing goes on)
Molecule	sdo1 growth	sdo1 growth Rescue 24 h	INS promoter inh
Cc1ccccc1-n1c(C)nnc1SCC(=O)NCC1CCCO1 (stereo not drawn)	0.59	0.58	16
Cc1nn2c(N3CCCC3)cc(C(C)C)nc2c1-c1ccccc1	-1.6	-1.4	·
C=CCC(CC=C)(NC(=O)c1ccccc1C)c1ccccc1	0.06	-0.06	-5
CCOC(=O)N1CCC(N2Cc3cccc(C(=O)NCc4ccc(C)cc4)c3C2=O)CC1	-1.1	-0.81	·
Clc1ccc(Cc2nnc(-c3ccccc3Br)o2)cc1	-1.2	0.64	-20
CCC1c2ccc(C)n2CCN1C(=O)Nc1ccccc1C(=O)OC (stereo not drawn)	-1.2	-0.84	-296
COc1ccc(-c2nnc(SCC(=O)OC3CCCCC3)o2)cc1OC	-0.34	-0.27	·
O=C(OCC(=O)N1CCOCC1)c1ccccc1SCC(=O)N1CCCC1	0.12	0.06	·
O=c1c(Cc2ccc(F)cc2)c(O)ccn1Cc1ccco1	·	·	10
Cc1ccc(C(C)C)c(OCc2ccc(C(=O)N/N=C/c3ccc(O)cc3O)cc2)c1	-1.1	-0.43	·
O=C(Cn1cnc2ccccc2c1=O)N1CCN(c2ccccc2)CC1	0.54	0.36	6
Cc1cc(=O)n2nc(N3CCC(C(=O)NCc4cccnc4)CC3)sc2n1	-0.02	0.43	-19
Nc1nc2ccccc2n1C(=O)c1ccco1	0.95	0.45	·
CCOC(=O)c1c(NC(=O)CCc2ccc(CC)o2)sc(C)c1C	1.3	2.1	-26
CCCCNC(=O)CSc1nc2ccccc2c(=O)n1C1CCCC1	-1.1&-1.5	0.54&-0.33	·
O=C(Nc1ccccc1F)C(=O)c1cn(CC(=O)N2CCCCC2)c2ccccc12	·	·	0
CCN1CCN(S(=O)(=O)c2cc(OC)ccc2OC)CC1	-0.23	-0.43	-5
COc1cccc(OCCOCCN(C)CCO)c1	1.1	0.75	·
CCCCN(CCCC)c1ccc(C(=O)c2ccccc2C(=O)O)c(O)c1	1.3	1.2	-21
COc1cc(OC)cc(C(=O)N[C@H](C(=O)Nc2ccccc2N2CCOCC2)C(C)C)c1	0.37	0.61	-32
COC(=O)c1ccc(CSc2nc3ccccc3[nH]2)o1	-0.04	-0.48	5
COc1ccc(CNC(=O)c2noc3c2CCCCC3)cc1	-1.1	-1.4	·
CCn1c(=O)n(CC(=O)N2CCN(c3ccccc3F)CC2)c(=O)c2ccccc21	0.27	-0.1	69
CCCCCCCCN1C(=O)C(O)=C(C(C)=O)C1c1ccccn1 (stereo not drawn)	0.79	-1.1	50
O=C1CC(=O)N(CCNc2ncc(C(F)(F)F)cc2Cl)C(=O)N1	0.59	0.5	-16
CCOC(=O)c1cnc(-n2nc(C)cc2C)nc1NCc1ccc2c(c1)OCO2	-1.8	-0.65	0
N#CC1=C(S)N(c2ccc(F)cc2)C2(CCCCC2)NC1=O	·	·	41
Cc1c(CCOC(=O)C2C3CC4CC(C3)CC2C4)sc[n+]1CC(=O)c1ccc(Br)cc1 (stereo not drawn)	-2.3	-1.5	-73
CCN(CC)CCNC(=O)C(=O)NCC1OCCN1C(=O)c1ccc2c(c1)OCO2 (stereo not drawn)	0.06	-0.07	19
O=C(CN1CCOCC1)N1CCCc2c1c(=O)oc1ccc(OCc3ccccc3)cc21	-1.1	-1.2	-22
O=C(CN1C(=O)/C(=C/c2c(F)cccc2Cl)Oc2ccccc21)NCc1ccco1	·	·	31
CCC(=O)NC1CCN(C(=S)NC)CC1	·	·	-40
CC1=CSC2=NC(=O)/C(=C\c3cccn3-c3ccccc3)C(=N)N12	-0.42	0.03	8
CCn1c(C)cc2c(c1=O)C(c1ccccc1)C(C(=O)OC)=C(N)O2 (stereo not drawn)	0.39	-0.31	32
CC(=O)C1=C(C)NC(SCC(N)=O)=C(C#N)C1c1sccc1C (stereo not drawn)	0.49	-0.25	30
NCCCN1CCOCC1	-1	-1.5	32
O=C(CSc1ccc(Cl)cc1)c1ccco1	-0.97	-0.49	29
Cc1ccc(C(=O)Nc2ccccc2-c2ccccc2)cc1S(=O)(=O)Nc1cccc(C)c1C	-1.4	-1.1	·
C/C(N)=C(/C#N)C(=O)CSc1nnnn1-c1ccc(C)cc1C	-0.52	-1.1	·
CCOC(=O)c1c[nH]c2c3c(ccc2c1=O)CCCC3	-0.61	-0.89	·
CCOc1ccccc1N(C(=O)Nc1ccc(Cl)cc1)C1=NCCS1	0.38	0.95	·
Cn1nnnc1SCC(=O)N1CCCc2ccccc21	-0.26	-0.5	10
O=C(NCCc1ccccn1)c1ccc(S(=O)(=O)N2CCCCCC2)cc1	1.2	1.4	19
O=C1C=C(O)CC(c2ccco2)C1 (stereo not drawn)	1.3	0.74	23
O=S(=O)(Nc1ccc2c(c1)OCCO2)c1cccs1	0	-0.5	-19
CCOc1ccc(-c2n[nH]c(C)c2Oc2ccccc2OC)c(O)c1	0.04	-0.11	0
CCOc1ccc(NC(=O)CN2CCN(C3c4ccccc4-c4ccccc43)CC2)cc1	-2.3	-1.3	9
COc1ccc(Nc2oc(-c3ccc(Cl)cc3)nc2C#N)cc1	-0.64	0.57	-37
Cc1ccccc1NC(=O)C(C)c1cccc(C(=O)c2ccccc2)c1 (stereo not drawn)	-1.2	-0.95	·
Cc1ccc(-c2nc(N/N=C/c3cccc([N+](=O)[O-])c3)c3ccccc3n2)cc1	0.19[9.8 µM]	2.6	26
O=C(CN1C(=O)CSc2cc(S(=O)(=O)N3CCCCCC3)ccc21)NCCc1ccccc1	-0.08	0.17	-61
CN(C)CC/C=C1/c2ccccc2Sc2c(O)cc(Cl)cc21	0.93	0.77	-50
O=C(Nc1cccc(-c2cn3ccccc3n2)c1)c1cnccn1	0.29	-0.07	5
Cn1c(=O)oc2cc(S(=O)(=O)NCCc3ccccc3)ccc21	0.73	0.53	-6
CC(=O)Nc1ccc(OCC(O)CNC2CCCC2)cc1 (stereo not drawn)	0.57	0.43	·
COc1ccc(-c2nnc(NC(=O)c3ccc(S(=O)(=O)N4CCCc5ccccc54)cc3)o2)cc1	-0.75	-0.72	·
COc1cccc(C2CC(c3cccs3)=NN2C(=O)CSc2nc3c(cnn3-c3ccc(F)cc3)c(=O)[nH]2)c1OC (stereo not drawn)	-0.93	-0.34	-61
CC(=O)c1ccc(OCCN2CCOCC2)cc1	0.3	0.33	-22
COc1ccccc1NC(=O)CN1C(=O)CSC(C)C1=O (stereo not drawn)	1.2	1.4	·
CCOC(=O)c1cnc2ccc(C)cc2c1Nc1ccc(N2CCOCC2)cc1	-1.6	-1.2	43

Compound profiles (already shown). Screens in order: sdo1 growth, sdo1 growth Rescue 24 h, INS promoter inh
CCOc1ccc(-c2n[nH]c(C)c2Oc2ccccc2OC)c(O)c1 as listed: 0.04, -0.11, 0
COc1cccc(C2CC(c3cccs3)=NN2C(=O)CSc2nc3c(cnn3-c3ccc(F)cc3)c(=O)[nH]2)c1OC (stereo not drawn) as listed: -0.93, -0.34, -61

The list goes on.
Molecule	sdo1 growth	sdo1 growth Rescue 24 h	INS promoter inh
C/C(=N\NS(=O)(=O)c1ccccc1)c1ccc2c(c1)OCO2	·	·	40
CCOc1ccccc1N(CC(=O)NC1CCCCC1)C(=O)CCCC(=O)Nc1ccccn1	0.24	-0.36	36
O=C(COc1ccccc1)N1CCN(C(=O)Cc2ccccc2)CC1	-0.26	-0.4	-57
CC(=O)Nc1nc(CCN2C(=O)c3ccccc3C2=O)cs1	·	·	-8
Brc1ccc(-c2csc(N3CCc4ccccc4C3)n2)cc1	-0.79	-0.19	-16
Cc1ccccc1C(=O)Nc1ccccn1	-0.48	-0.6	-29
O=C(Nc1ccccc1-c1ccccc1)c1cc(C(F)(F)F)cc(C(F)(F)F)c1	0.25	0.3	·
COc1ccc(CNc2cc(NCCCO)c([N+](=O)[O-])c3nonc23)cc1	·	·	8
c1ccc(CCSc2nccn2-c2ccccc2)cc1	-0.92	-0.8	60
COc1ccc(NS(=O)(=O)c2cc(NC(=O)c3cnccn3)ccc2N2CCCC2)cc1	-0.44	0.31	25
CCN(CC)c1ncnc2ccc(Br)cc12	0.03	-0.03	25
O=C(Nc1cccnc1)c1ccc(Cl)c([N+](=O)[O-])c1	·	·	45
C=C(C)Cn1c(-c2cccc([N+](=O)[O-])c2)n[nH]c1=S	·	·	-8
COc1ccc(C(=O)CN2C(=O)c3ccccc3C2=O)c(OC)c1C	-0.48	-0.19	-328
CCSC(=Nc1ccccc1)C1=C(O)COC1=O	0.65	2	·
CCOC(=O)N1CCN(C(=O)CSCc2nc(-c3ccccc3C)oc2C)CC1	-0.94	-0.94	·
COc1ccccc1N1CCN(C(=O)C(Sc2ccccc2)c2ccccc2)CC1 (stereo not drawn)	-1.4	-2.1	4
CC1CCCN(C(C(=O)Nc2ccc3c(c2)OCCO3)c2ccccc2)C1 (stereo not drawn)	-0.95	-0.92	15
COc1ccc(-c2ccc(-c3nnn(CC(=O)N4CCOCC4)n3)cc2)cc1	-0.61	0.21	·
Cc1cccc(C)c1OCC(=O)Nn1c(=O)[nH]c2ccccc2c1=O	·	·	24
CC1CCC(=C(C#N)C(=O)Nc2cccc(Cl)c2)CC1 (stereo not drawn)	-1.3	-0.44	0
CN1CCN(c2ccc(Cl)cc2NC(=O)C2COc3ccccc3O2)CC1 (stereo not drawn)	-3.6	-2.1	-46
C(=N\Nc1nc(-c2ccccc2)cs1)/c1cccnc1	-1.3	-1.2	-30
CCOc1ccc(NC(=O)c2ccccc2OC)cc1	-0.31	-0.03	10
Cc1ccc(NC(=O)C2CCN(S(=O)(=O)c3c(C)n[nH]c3C)CC2)nc1	0.61	-0.08	-19
Cc1cc(N2CCOCC2)n2nc(C)c(-c3ccccc3)c2n1	-0.53	-0.11	53
COc1cc2ccccc2cc1C(=O)NC(=S)Nc1cc(C(=O)O)ccc1C	·	·	-67
Cn1nnnc1SCCNCc1ccncc1	-0.01	-0.29	·
Cc1cc(Cl)c(S(=O)(=O)N2CC(C)OC(C)C2)cc1OCC(N)=O (stereo not drawn)	1.3	2	6
Cc1[nH]nc(-c2ccc(OCc3cnn(-c4ccccc4)c3)cc2O)c1Oc1ccc(Cl)cc1	0.03	0.86	36
COCCN1C(=O)c2ccccc2C(C(=O)NCCCN2CCCC2=O)C1c1c[nH]c2ccccc12 (stereo not drawn)	0.59	0.98	·
